Compound activity: PubChem, several laboratories
D1 allo mod – allosteric modulators of human D1 dopamine receptor. 58,000 compounds, 5.9% hits. HEK293 D1, CRE-luciferase, dopamine EC30 potentiation; actives deviate in either direction. AID 641. P21728. B-score at 10 µM;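 active = luminescence count or its row- and column-corrected plate score outside the 99.7% band of the plate's sample wells, on either side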
M1 agonist – M1 muscarinic receptor agonism; CHO-M1 cells, Fluo-4 calcium fluorescence, agonist mode; hits give high values; B-score at 10 µM; 64,000 compounds, 3% hits;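 active = fluorescence rise, raw or as B-score row- and column-corrected plate score, outside the 99.7% band of its plate's samples, either direction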
Jurkat viability – reduces viability or proliferation of Jurkat cells. Jurkat E6.1 viability, ATP luminescence, 48 h. inhibition, % at 4 µM. 56,000 compounds, 1.2% hits. AID 463;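 active = inhibition above the mean inhibition of all tested compounds plus 3 SD, cut at about 28% in these data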
M1 antag – M1 muscarinic receptor (rat) antagonism. CHO-M1 cells, Fluo-4 calcium, ACh EC80 antagonist mode; hits give low values. B-score at 10 µM. 64,000 compounds, 3.4% hits. AID 628. P08482;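 active = calcium fluorescence response, raw or row-and-column corrected B-score, differing from the plate sample mean either way at a set confidence level, mostly lower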
Target sequence (P08482 whole entry, looked up): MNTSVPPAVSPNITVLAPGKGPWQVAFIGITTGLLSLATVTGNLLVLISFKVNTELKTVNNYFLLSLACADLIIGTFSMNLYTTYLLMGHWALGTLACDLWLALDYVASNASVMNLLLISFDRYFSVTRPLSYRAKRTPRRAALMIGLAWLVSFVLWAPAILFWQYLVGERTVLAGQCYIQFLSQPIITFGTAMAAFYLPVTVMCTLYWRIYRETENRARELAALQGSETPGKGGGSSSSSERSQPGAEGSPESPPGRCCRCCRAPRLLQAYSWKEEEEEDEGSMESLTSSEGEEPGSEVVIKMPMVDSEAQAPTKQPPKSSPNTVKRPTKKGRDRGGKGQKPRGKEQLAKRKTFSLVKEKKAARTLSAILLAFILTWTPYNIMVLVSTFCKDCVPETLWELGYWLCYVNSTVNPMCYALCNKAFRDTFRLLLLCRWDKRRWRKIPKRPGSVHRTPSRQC
SF1 activator – activates the human nuclear receptor SF-1; 65,000 compounds, 1.9% hits; AID 522; activation, % at 10 µM; CHO-K1 Gal4-SF-1 LBD luciferase reporter; % increase over DMSO SF-1-specific signal; Q13285;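 active = activation above the mean activation of all tested compounds plus 3 SD, cut at about 50% in these data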
Target sequence (Q13285 whole entry, looked up, the tested form may be a part): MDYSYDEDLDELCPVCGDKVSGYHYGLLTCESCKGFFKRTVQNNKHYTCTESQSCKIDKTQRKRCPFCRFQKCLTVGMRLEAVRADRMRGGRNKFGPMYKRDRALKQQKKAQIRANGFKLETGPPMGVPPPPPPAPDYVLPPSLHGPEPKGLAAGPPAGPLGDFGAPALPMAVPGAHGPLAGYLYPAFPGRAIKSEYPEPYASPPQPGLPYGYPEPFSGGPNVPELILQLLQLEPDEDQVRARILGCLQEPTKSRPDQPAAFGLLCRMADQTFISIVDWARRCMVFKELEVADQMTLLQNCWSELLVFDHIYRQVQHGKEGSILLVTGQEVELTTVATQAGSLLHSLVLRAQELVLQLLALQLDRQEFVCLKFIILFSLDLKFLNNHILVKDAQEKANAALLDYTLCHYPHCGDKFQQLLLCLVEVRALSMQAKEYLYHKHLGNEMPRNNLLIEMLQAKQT
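Test system: CHO-K1 cells co-transfected with Gal4 DBD–human SF-1 LBD, 5xGal4 luciferase reporter. Quantity: 4,000 cells per well. Compound: 10 µM only. Incubation: compound added 1 h post-seeding, 20 h exposure at 37 °C, 5% CO2. Detection: SteadyLite luciferase luminescence. Replication: one test per compound.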
HEK293 NFkB inh – inhibitors of the PMA/ionomycin-induced NF-kB reporter in HEK293 cells; 62,000 compounds, 0.21% hits; inhibition, % at 3 µM; HEK-293 NF-kB luciferase reporter, luminescence;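 active = inhibition above the mean of all tested compounds plus 3 SD, cut at about 40% in these data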;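 also: 0% = stimulated DMSO wells and 100% = 10 µM reference inhibitor 5653914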
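System: NF-kB luciferase reporter HEK-293 cells | Replication: Single test | Control set: DMSO vs reference inhibitor | Evaluation: % inhibition | Schedule: 1 h pretreatment, 16 h stimulation, 37 °C | Probe or stimulus: PMA with ionomycin | Compound dosing: One dose, 3 µM | Detection: Luciferase luminescence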
NADH coupling – inhibitors of enzymes used to reach an NAD/NADH endpoint. coupled PK/LDH NADH assays, four targets. IC50, µM (series often up to 10 µM), for inactives: at the highest dose inhibition. 65,000 compounds, 0.02% hits. AID 774;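 active = single-dose screening hits from any of four coupled enzyme assays that gave an IC50 when retested across doses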;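 also: the DPM-DC format reads NADH fluorescence rather than 340 nm absorbance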
tolC growth inh – E. coli tolC mutant growth inhibition; growth inhibition, % at 10 µM (by protocol); E. coli BW25113 tolC mutant growth, OD615; 65,000 compounds, 2.2% hits;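 active = growth inhibition at or above a cutoff equal to the mean over every tested compound plus 3 SD, cut at about 60% in these data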;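 also: growth measured after 20 h incubation at 37 °C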
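test system = E. coli BW25113 ΔtolC::kan bacteria | medium = LB with kanamycin 50 µg/mL | signal = OD at 615 nm | schedule = 37 °C, 20 h exposure | evaluation = % inhibition of E. coli growth | compound dosing = one dose of 10 µM final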
TNAP act DEA – activates human TNAP at intermediate phosphate acceptor concentration; AID 813; 64,000 tested, under 10 active; activation factor at 20 µM; purified TNAP, CDP-star luminescence, 100 mM DEA, 30 min; hits give high values; scale: 0 levamisole-inhibited, 1 vehicle-only enzyme;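 active = activation factor of at least 2 at 20 µM, relative to controls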
* = called active by the depositor; · = not tested or not shown; [ ] = dose if it differs, or a comment. Rows were taken by chance. Share with any hit: about 15%.

Order of values: D1 allo mod	M1 agonist	Jurkat viability	M1 antag	SF1 activator	HEK293 NFkB inh	NADH coupling	tolC growth inh	TNAP act DEA
1	N#Cc1cc2c(nc1SCc1ccncc1)CCC2
 : 2	-1.1	15	-1.3	29	8	10%	3	0.9
2	CCCc1nnc(NC(=O)c2c(O)c3cccc4c3n(c2=O)CC4)s1
 : ·	-0.84	-5	-0.68	21	1	16%	18	0.9
3	Cc1cc(C)n(CCc2nc(-c3cccs3)cs2)n1
 : -0.42	0.016	-3	0.026	17	3	3%	7	0.9
4	Cc1[nH]c(=O)[nH]c(=O)c1S(=O)(=O)N1CCCC1
 : ·	0.34	·	-0.084	0	·	3%	11	1
5	Cc1nnc(NC(=O)CSc2nc3c(c(=O)n2C)SC(C)C3)s1 (configuration not stated)
 : -1.1	-0.0034	-5	0.041	-4	9	2%	-6	0.9
6	OCCNc1cc(-n2nc(-c3ccccc3)cc2-c2ccccc2)ncn1
 : 1.6	2.8	4	-0.00043	4	-9	4%	19	1
7	O=C(NCCCn1ccnc1)c1cccc(S(=O)(=O)Nc2ccccc2F)c1
 : 0.07	-0.089	·	0.56	-16	9	6%	-7	0.9
8	CC(NC(=O)C(C)(C)C)c1nc2ccccc2n1C (configuration not stated)
 : -0.017	0	·	0.33	-10	9	6%	-7	1
9	Cc1ccccc1NC(=O)c1ccc(NC(=O)c2ccco2)cc1
 : -1.1	-0.88	1	0.94	19	9	1%	-23	0.8
10	Cc1nn(-c2ccccc2)c2sc(C(=O)N3CCc4ccccc4C3)cc12
 : -0.053	-0.53	-7	0.43	5	14	7%	27	0.9
11	Cc1ccc(Cn2ncc3c(N4CCN(Cc5ccc(Cl)cc5)CC4)ncnc32)cc1
 : ·	2	·	0.15	-18	·	4%	1	0.9
12	O=C(NC1CCCC1)C(c1ccc(N2CCOCC2)cc1)N(Cc1ccco1)C(=O)c1ccco1 (configuration not stated)
 : -0.28	0.049	4	-0.14	3	11	9%	0	1
13	O=c1c2c3n(c(=O)nc2[nH]n1-c1ccccc1)CCCCC3
 : -0.011	-0.083	-7	0.21	-6	14	3%	-4	0.9
14	Cc1c(CNC(=O)c2cnn3c2NC(c2ccc(Br)cc2)CC3C(F)(F)F)cnn1C (configuration not stated)
 : 0.33	0.95	4	0.45	2	6	6%	35	1
15	COC(=O)c1ccc(OC(=O)c2ccc(OC)c(OC)c2)c(OC)c1
 : ·	0.68	·	-0.48	2	·	3%	-2	0.9

The last five compounds of the section before come first, to join the parts:
Order of values: D1 allo mod	M1 agonist	Jurkat viability	M1 antag	SF1 activator	HEK293 NFkB inh	NADH coupling	tolC growth inh	TNAP act DEA
11	Cc1ccc(Cn2ncc3c(N4CCN(Cc5ccc(Cl)cc5)CC4)ncnc32)cc1
 : ·	2	·	0.15	-18	·	4%	1	0.9
12	O=C(NC1CCCC1)C(c1ccc(N2CCOCC2)cc1)N(Cc1ccco1)C(=O)c1ccco1 (configuration not stated)
 : -0.28	0.049	4	-0.14	3	11	9%	0	1
13	O=c1c2c3n(c(=O)nc2[nH]n1-c1ccccc1)CCCCC3
 : -0.011	-0.083	-7	0.21	-6	14	3%	-4	0.9
14	Cc1c(CNC(=O)c2cnn3c2NC(c2ccc(Br)cc2)CC3C(F)(F)F)cnn1C (configuration not stated)
 : 0.33	0.95	4	0.45	2	6	6%	35	1
15	COC(=O)c1ccc(OC(=O)c2ccc(OC)c(OC)c2)c(OC)c1
 : ·	0.68	·	-0.48	2	·	3%	-2	0.9
16	O=C(C1CCCN1C(=O)c1cccs1)N1CCc2ccccc21 (configuration not stated)
 : ·	-0.33	1	0.0007	13	18	5%	-6	0.9
17	CCOc1cc(C)nc(N2CCCC(C(=O)NCc3ccccc3F)C2)n1 (configuration not stated)
 : 2.7	0.84	0	-0.024	3	5	11%	2	1
18	COc1ccc(Cl)cc1NC(=O)CN1C(=O)CSC1=O
 : 0.095	-0.15	4	0.79	-9	6	3%	-1	1
19	COc1cccc(-c2nc(=S)c3c(n2CCCO)CCCC3)c1
 : ·	-0.6	-1	0.67	-7	2	13%	-12	0.9
20	CCN1CCN(C(=O)Cn2ncc3ccsc3c2=O)CC1
 : 0.42	-0.3	-5	-0.19	-18	2	2%	-16	0.8
21	COc1ccc2nc(NC(=O)c3ccc(-n4nc(C)cc4C)cc3)sc2c1
 : 0.16	-0.00056	0	-0.21	-15	10	11%[fluoresces]	-17	0.9
22	CCCCC(=O)c1c(O)c2ccccc2oc1=O
 : -1.2	0.0049	-3	0.13	2	8	5%	99*	1
23	CCN(CC)C(=O)c1cn(C)c2ccc(S(=O)(=O)N(CC)CC)cc2c1=O
 : 0.18	-0.082	-7	-0.25	-18	10	5%	-10	0.9
24	CCCn1c(NCc2cccc(OC)c2OC)nc2ccccc21
 : -0.73	0.26	·	0.37	8	15	11%	-10	1
25	O=C(CSc1nnc(-c2ccco2)n1CC1CCCO1)c1ccc(F)cc1 (configuration not stated)
 : 0.12	·	-2	·	6	13	9%	-10	0.9
26	CCOC(=O)N1CCN(C(=O)CSc2ncnc3ccccc23)CC1
 : -0.11	1.4	-2	-0.033	4	-4	2%	-13	0.8
27	Fc1cnc(N2CCOCC2)nc1NCc1ccccc1
 : 2.7	0.31	·	1.6	-2	·	0%	2	0.9
28	CCc1ccc2c(c1)C(NC(C)=O)C(=O)N2CC (configuration not stated)
 : -0.075	-0.054	5	-0.021	-12	7	1%	-14	1
29	Cc1ccc(-c2ccc(=O)n(CC(=O)Nc3cccc(C(=O)N4CCN(C)CC4)c3)n2)cc1
 : -0.34	0.19	·	0.2	-11	19	8%	-8	0.9
30	CC(NC(=O)CCNS(=O)(=O)c1ccc2c(c1)c(=O)n(C)c(=O)n2C)c1ccccc1 (configuration not stated)
 : -0.65	0.18	-10	-0.6	-8	8	7%	-18	1
31	C=CCNc1nc(NCCO)nc(N2CCCC2)n1
 : ·	-0.32	1	0.13	4	7	2%	0	0.7
32	CC(C)(C)Nc1nc(OCC(F)(F)F)nc(OCC(F)(F)F)n1
 : 1.6	-0.81	1	0.45	-6	6	3%	-5	0.9
33	c1ccc2c(c1)nnn2-c1ncnc2sc3c(c12)CCCC3
 : 1.1	1.7	·	-0.39	4	19	4%	19	0.9
34	COc1ccc(NC2SC(=O)N(CC(=O)O)C2=O)cc1 (configuration not stated)
 : -0.82	-0.35	-5	-0.009	-1	20	6%	-17	0.9
35	CCCCN(C)C(=O)c1ccc2c(c1)N(CC)C(=O)c1ccccc1S2(=O)=O
 : ·	-0.13	-5	-2.4*	24	-1	1%	-19	1
36	CCc1nc2sc3c(c2c(=O)n1N)CCC3
 : 2.7	1.4	3	-0.031	-3	12	4%	-7	1
37	CCn1c(C(=O)NC(C)c2ccc3c(c2)OCCO3)cc2sccc21 (configuration not stated)
 : -0.38	-1.5	8	0.25	-21	-6	8%	3	1
38	CCCCc1cc(=O)oc2cc(C)c(CN3CCCC3)c(O)c12
 : 2.2	-0.58	-1	0.064	-10	1	5%	10	1
39	O=C(Oc1oc(-c2ccco2)nc1C=Nc1ccccc1)c1ccoc1
 : ·	-0.67	·	0.033	-6	·	6%	12	0.9
40	COCC(=O)N(Cc1cc2cc(OC)ccc2[nH]c1=O)c1ccccc1
 : -0.35	0.096	0	-0.65	6	1	3%[fluoresces]	-13	0.9
41	Cc1nc(SCC(=O)Nc2cc(C)on2)c2c(C)c(C)sc2n1
 : -0.034	0.65	9	-0.24	-4	16	1%	-10	0.9
42	Cc1nc(N2CCOCC2)[nH]c(=O)c1CCC(C)C
 : 0.039	0.22	3	0.32	-14	13	3%	-23	1
43	CCOc1ccc(NC(=O)N2CCN(c3nc4ccccc4s3)CC2)cc1
 : -0.86	0.79	17	0.16	-24	26	5%	11	0.9
44	CNc1oc(Cc2ccccc2)nc1S(=O)(=O)c1ccccc1
 : 1.1	-0.52	2	1.6	-10	-1	3%	-1	0.9
45	CCOC(=O)c1cccc(NC(=O)CSc2nnc(-c3ccncc3)n2CCCOC)c1
 : -0.091	0.56	1	0.23	-12	20	4%	-12	0.9
46	CCC(C)(C)n1nnnc1C(c1cc2ccc(C)cc2[nH]c1=O)N(Cc1cccnc1)Cc1ccco1 (configuration not stated)
 : 0.34	-0.28	-2	0.69	4	6	1%	71*	0.9
47	CCOC(=O)C1=CN(C)C=C(C(=O)OCC)C1c1ccsc1
 : 5.8*	0.83	-6	2.2*	2	13	3%[fluoresces]	-2	1.1
48	CC(c1ccccc1)n1cnc2ccccc21 (configuration not stated)
 : -0.34	0.85	0	0.5	9	6	1%	15	0.8
49	Cc1onc(-c2ccccc2)c1C(=O)Nc1sc2c(c1C(N)=O)CCC2
 : 1.2	-0.24	·	-1.1	-15	14	3%	16	0.9
50	COCCNC(=O)CN1CCC(NC(=O)Nc2ccc(C(F)(F)F)cc2)CC1
 : -0.7	0.3	-1	0.041	-4	10	3%	2	0.9
51	CN1CC2CCCC3(C1)C(=O)NC1(CCCCC1)N=C23 (configuration not stated)
 : ·	1.1	-1	0.58	-9	10	2%	-11	1
52	Cc1[nH]n(C(C)(C)C)c(=O)c1Sc1ccc(Cl)cc1
 : 0.4	-0.02	-2	-0.33	7	16	4%	47	1
53	N#CCSc1nnc2ccc3ccccc3n12
 : 0.67	-0.59	-2	0.15	0	15	10%	-6	0.9
54	CC(C)C(=O)N1CCN(CCN=CC2=C(O)CC(c3ccco3)CC2=O)CC1 (configuration not stated)
 : -0.81	0.61	2	0.17	0	10	6%	-21	0.9
55	O=C(CCS(=O)(=O)c1cccc2nonc12)N1CC(=O)N(CCc2ccccc2)C(=O)C1
 : -0.078	·	·	·	-3	2	5%	3	1
56	Cc1ccc(-c2nn(-c3ccccc3)cc2C2SCC(=O)N2Cc2ccccc2)o1 (configuration not stated)
 : 0.017	-0.081	7	1.1	-27	20	2%	42	0.9
57	C/C(Cl)=C/Cn1c(NCCN(C)C)nc2c1c(=O)n(C)c(=O)n2C
 : 1.3	0.85	-4	0.42	3	19	5%	-19	0.9
58	COC(=O)C(NS(C)(=O)=O)(c1c(C)[nH]c2ccccc12)C(F)(F)F (configuration not stated)
 : -0.86	-0.86	-3	0.021	10	7	5%	-18	0.9
59	CC(=O)c1ccc(C(=O)Nc2ccc(N3CCOCC3)cc2)cc1
 : 1.4	-1.5	5	0.16	10	-3	1%	-6	0.9
60	COc1ccc(NC(=O)C(C)NS(=O)(=O)c2ccccc2)cc1Cl (configuration not stated)
 : 0.69	-0.54	1	-0.34	19	14	2%	-8	0.9
61	CCN(CC)C(=O)c1ccc(CS(=O)(=O)c2ccc(OC)cc2)o1
 : 0.27	-0.44	9	-0.0019	-13	16	1%	-17	0.9
62	CC(C)OCCCNC(=O)c1ccc(NC(=O)C2CCCO2)cc1 (configuration not stated)
 : -0.15	0.065	·	-0.11	1	18	4%	-6	0.9
63	O=C(Nc1ccon1)c1cc(-c2ccccc2)nc2ccccc12
 : -0.033	1.5	-5	-0.76	1	18	3%	58	0.9
64	Cc1cc(OCC(=O)Nn2cnnc2)c(C)cc1Br
 : 1.2	-0.013	-1	-0.27	2	21	7%	-3	1
65	O=c1c2c(n3nnnc3n1-c1ccccc1)-c1ccccc1CC21CCCC1
 : 0.4	-0.079	2	-0.73	-28	9	12%	-31	0.9
66	CCn1nnc(NC(=O)CSc2ccc(Cl)cc2)n1
 : -0.32	-0.028	8	-0.75	1	10	4%	-2	0.9
67	CCCCN(C(=O)NC(=O)Nc1cccc(C)c1C)S(C)(=O)=O
 : 0.23	0.19	-7	0.51	4	21	3%	38	0.9
